L929 necroptosis: inhibitors of zVAD-triggered necroptosis, primary screen, L929 cells; AID 1377, 2008; L929 zVAD necroptosis rescue, ATP luminescence, 24 h; with zVAD 60 µM; viability rescue, % at 10 µM; hit rate 0.38% among 220,000;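 active = activation, scaled between plate controls, above about 75%, limit read from the data; inactive = activation under that limit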;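 also: 0% = zVAD with DMSO and 100% = DMSO alone without zVAD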
PERK inhibitor: block of dimerizer-induced PERK translation repression, primary screen, PERK inhibitor project, CHO PERK-DD cells, SEAP luminescence, HTS. inhibition, % at 5.6 µM. AID 1416, 2008. hit rate 0.17% among 220,000. CHO PERK-DD fusion, SEAP luminescence translation reporter;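 active = inhibition above the mean inhibition of all tested compounds plus 3 SD, set separately per screening campaign, cut at about 2.9% in these data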;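 also: PERK kinase domain activated by AP20187 dimerizer at 100 nM; 0% = DMSO with dimerizer and 100% = rapamycin at 8.4 µM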
Target sequence (Q9NZJ5 whole entry, looked up, the tested form may be a part): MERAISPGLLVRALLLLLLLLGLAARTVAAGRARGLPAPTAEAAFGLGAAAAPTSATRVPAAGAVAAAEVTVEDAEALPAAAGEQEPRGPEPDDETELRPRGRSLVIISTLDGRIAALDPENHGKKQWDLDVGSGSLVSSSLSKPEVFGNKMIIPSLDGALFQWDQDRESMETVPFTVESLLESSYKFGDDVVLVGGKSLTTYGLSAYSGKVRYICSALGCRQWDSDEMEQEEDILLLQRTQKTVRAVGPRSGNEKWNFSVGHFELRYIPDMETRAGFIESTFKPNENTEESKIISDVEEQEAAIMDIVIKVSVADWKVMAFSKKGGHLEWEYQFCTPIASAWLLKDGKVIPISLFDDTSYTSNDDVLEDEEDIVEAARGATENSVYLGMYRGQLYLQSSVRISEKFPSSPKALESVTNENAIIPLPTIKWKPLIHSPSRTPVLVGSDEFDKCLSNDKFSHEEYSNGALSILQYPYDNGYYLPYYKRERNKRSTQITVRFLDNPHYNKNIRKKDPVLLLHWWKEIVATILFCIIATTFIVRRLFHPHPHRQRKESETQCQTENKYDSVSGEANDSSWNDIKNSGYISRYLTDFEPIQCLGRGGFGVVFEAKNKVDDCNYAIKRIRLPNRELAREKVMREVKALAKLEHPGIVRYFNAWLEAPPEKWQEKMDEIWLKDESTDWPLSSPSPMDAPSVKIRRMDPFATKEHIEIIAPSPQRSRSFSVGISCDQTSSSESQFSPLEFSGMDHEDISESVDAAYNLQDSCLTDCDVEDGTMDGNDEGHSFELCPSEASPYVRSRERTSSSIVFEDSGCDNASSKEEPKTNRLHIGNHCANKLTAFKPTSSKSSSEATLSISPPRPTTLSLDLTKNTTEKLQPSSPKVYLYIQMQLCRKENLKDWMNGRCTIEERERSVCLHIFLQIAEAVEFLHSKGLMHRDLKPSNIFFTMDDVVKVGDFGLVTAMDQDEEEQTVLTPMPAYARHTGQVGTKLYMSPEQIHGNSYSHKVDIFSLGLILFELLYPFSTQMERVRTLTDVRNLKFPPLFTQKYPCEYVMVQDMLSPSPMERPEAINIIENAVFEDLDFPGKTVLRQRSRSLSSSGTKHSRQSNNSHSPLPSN
Runt-SMMHC FRET: inhibitors of RUNX1 Runt–CBFb-SMMHC binding, primary screen, biochemical, FRET, Cerulean-Runt, Venus-CBFb-SMMHC, uHTS; Runt-related transcription factor 1 (Homo sapiens) + Core-binding factor subunit beta …; hit rate 0.74% among 220,000; inhibition, % at 20 µM; Cerulean-Runt/Venus-CBFb-SMMHC FRET ratio 530/480, 1 h; AID 1434, 2008;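 active = mean inhibition across duplicate retests at 20 µM reaching about 50%, limit read from the data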;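 also: 0% = DMSO wells and 100% = wells with excess untagged CBFb-SMMHC; inhibitors lower the FRET ratio by blocking Runt binding to CBFb-SMMHC; some results filed as inactive read as strong as hits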
TNF death inh: inhibitors of TNF-alpha triggered necroptosis, primary screen, cell-based, Jurkat FADD-/-, single concentration | Jurkat FADD-/- TNF necroptosis rescue, ATP luminescence, 24 h; 0 = TNF only, 100 = no-TNF cells | activation (protection from cell death), % at 10 µM | AID 463075, 2010 | hit rate 0.068% among 220,000;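 active = activation, meaning protection from cell death, of at least 50% relative to plate controls; inactive = activation below 50%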;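 also: necroptosis triggered by 40 ng/mL TNF-alpha added together with compound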
Runt-CBFb FRET: inhibitors of RUNX1 Runt–CBFb binding, primary screen, biochemical, FRET, Cerulean-Runt, Venus-CBFb, uHTS. Cerulean-Runt/Venus-CBFb FRET ratio 530/480, 1 h. inhibition, % at 20 µM. hit rate 0.46% among 220,000;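 active = inhibition over about 50% at 20 µM in the single-dose screen, limit read from the data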;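 also: 0% = DMSO wells and 100% = excess unlabeled CBFb competitor control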
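System: Cerulean-labeled Runt domain protein | Quantity: 100 nM of each labeled protein | Schedule: 1 h compound exposure, room temperature | Detection: Fluorescence energy transfer, 422 nm excitation, 530/480 nm emission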
RBBP9 inh: human RBBP9 inhibitors, primary screen, biochemical, fluorescence polarization, FP-Rh probe, HTS; Serine hydrolase RBBP9 (Homo sapiens), O75884; recombinant RBBP9; inhibition, % at 7.94 µM; hit rate 0.2% among 220,000; AID 1515, 2009;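 active = inhibition above the campaign mean of all tested compounds plus 3 SD, cut at about 14% in these data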;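 also: plate controls were DMSO wells with RBBP9 for no effect and wells lacking RBBP9 protein for full effect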
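Measured by – fluorescence polarization · Test system – RBBP9 protein · Input – 2.5 µM RBBP9 dispensing solution, before mixing · Measure – percent inhibition from mP, scaled between DMSO and no-protein wells · Benchmarks – DMSO-treated enzyme wells and wells lacking RBBP9 · Times – preincubation 30 min plus labeling 45 min at 25 °C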
Hck-Nef inh: inhibitors of Nef-activated human Hck kinase, primary screen, biochemical, Z-Lyte FRET, 384-well, Hck-YEEI; Recombinant Hck-YEEI plus Nef, Z-Lyte FRET kinase assay; inhibition, % at 20 µM; hit rate 0.68% among 220,000; AID 463187, 2010;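 active = Hck-Nef kinase inhibition above about 50%, limit read from the data; inactive = inhibition below that limit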;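 also: 0% = DMSO with Hck plus Nef and 100% = Hck alone without Nef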
EP2 mod: EP2 receptor modulators, cAMP readout, primary screen, cell-based, HTRF cAMP, PGE2 stimulation | EP2-expressing cells, cAMP HTRF FRET, PGE2 co-stimulation | induction, % at 25 µM | hit rate 0.83% among 260,000 | AID 940, 2007;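 active = compounds whose cAMP rise, as percent of the full-agonist control response, exceeds 60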;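 also: rat C6 glioma line stably carrying human EP2 under a CMV promoter; the protocol text gives 20 µM as final concentration; 100% = response of wells given 1 µM PGE2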
EP2 antag: human EP2 receptor antagonists, primary screen, TR-FRET cAMP, C6 glioma cells | inhibition, % at 25 µM | Prostaglandin E2 receptor EP2 subtype (Homo sapiens), P43116 | C6 glioma cells expressing human EP2; cells stimulated with saturating PGE2 | hit rate 0.52% among 260,000 | AID 1422, 2008;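 active = percent inhibition above 40 after rounding to a whole number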;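 also: rat C6 glioma host cells with rolipram phosphodiesterase inhibitor present; the protocol text gives 20 µM as final concentration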
The depositor's hits bear a star; · = not tested or not shown; & = joins results of further samples. Only part of the results is shown. The share of hits here may be higher or lower than overall.

SMILES	L929 necroptosis	PERK inhibitor	Runt-SMMHC FRET	TNF death inh	Runt-CBFb FRET	RBBP9 inh	Hck-Nef inh	EP2 mod	EP2 antag
Cc1ccc(NC(=O)CSC(C)C(=O)NCCc2ccccn2)cc1 (stereo not given)	1.7	0.2	-23.2	1.6	-1.9	-0.6	-20.1	10.5	4.0
CCOc1ccc(NC(=O)N2CCN(Cc3ccc4c(c3)OCO4)CC2)cc1	0.0	0.4	-2.5	1.6	0.7	-1.8	13.3	-7.8	0.9
CCn1c2ccccc2c2cc(NC(=O)CSc3nnc(-c4cccc(OC)c4)n3N)ccc21	2.3	-0.1	0.8	-10.8	-5.0	5.3	6.5	-36.7	1.6
O=C(c1ccco1)N1CCN(C2CC(=O)N(c3ccc4c(c3)OCO4)C2=O)CC1 (stereo not given)	0.8	1.1	-1.8	-1.3	-0.4	-0.7	-3.2	4.7	5.8
COc1ccc(CNC(=O)CN2CCN(C(c3ccccc3)c3ccccc3)CC2)cc1	-0.2	-0.4	-6.8	0.1	-4.5	-10.4	24.7	37.9	5.8
CC[n+]1c(/C=C/C=C/N(C(C)=O)c2ccccc2)sc2cc(OC)ccc21	-1.1	0.3	-12.6	-7.3	-5.8	-27.5	3.1	10.4	9.7
CN(C)NC(=S)NC1CCS(=O)(=O)C1 (stereo not given)	-0.5	-0.8	0.3	1.1	-0.7	-9.9	0.7	-3.0	3.4
CCOc1cccc2c1OC1(C)CC2NC(=O)N1Cc1ccccc1 (stereo not given)	-0.7	0.8	-0.5	-0.6	-1.3	-5.8	15.1	21.8	0.5
Cc1nc(S(=O)(=O)Nc2ccc3c(c2)OCCO3)cn1C	0.1	-0.1	0.2	-0.1	3.1	-5.3	44.4	2.2	4.5
CCOC(=O)/C(C#N)=C/c1ccc(-c2ccsc2C(=O)OC)o1	0.1	1.6	-279.9	-0.5	-122.6	-2.0	-1.8	2.5	10.1
O=C(/C=C/c1cccc(Br)c1)N1CCN(c2cccc(C(F)(F)F)c2)CC1	0.2	0.7	-0.1	1.2	-8.3	-3.6	5.9	-50.1	5.4
OC1(c2cn(Cc3ccccc3)nn2)CCCCC1	-0.2	-0.2	-0.4	1.4	-2.1	-0.7	0.4	-5.5&-22.8	12.2&11.1
O=C(Cc1cccs1)N(CC1CCCO1)C1(C(=O)NC2CCCCC2)CCCCC1 (stereo not given)	-0.6	0.7	-3.6	-0.4	1.0	-1.5	-1.8	15.6	5.9
CNC(=O)c1ccc(N(Cc2ccccc2C)S(C)(=O)=O)cc1	-1.0	0.1	0.7	-0.5	-0.2	4.0	2.3	23.6	12.3
O=C(CSc1nccc(=O)[nH]1)c1ccco1	2.6	0.6	-0.8	-0.4	7.8	-5.3	30.2	2.4	8.6
CC(=O)N(/N=C/c1cccc(C)c1)c1nc(-c2ccc(Br)cc2)cs1	-0.1	0.7	3.5	-0.4	0.1	-3.9	-0.4	35.7	7.6
CCCCC(=O)NCc1ccc(Cl)cc1	-0.4	0.7	2.8	-0.1	-1.7	-6.2	1.2	20.3	1.9
COCCCN(Cc1ccco1)C(=O)Cn1ncc2c(=O)oc3ccc(C)cc3c21	-1.0	0.0	1.5	-0.9	0.6	-1.9	19.5	-10.4	9.9
Oc1ccc2ccccc2c1CNn1cnnc1	-0.3	0.0	-2.8	-0.3	-1.0	-11.6	6.2	14.3	10.7
Cc1cc(C)nc(NC(=O)/C=C/c2ccc(Cl)cc2Cl)c1	0.0	-1.4	1.6	-2.5	1.2	-10.5	-0.5	4.0	·
O=C1C2CC=CCC2C(=O)N1CNc1ccccc1 (stereo not given)	1.0	0.5	0.3	-1.8	0.6	-5.6	6.0	42.5	8.1
Cc1cc(NC(=O)Cn2c(=O)n(Cc3ccccc3)c(=O)c3ccccc32)no1	-0.1	-1.8	1.8	0.6	-1.7	-5.7	-0.5	14.2	·
CC1CCCCN1CC(=O)NC(c1ccccc1)c1ccccc1 (stereo not given)	0.2	-1.2	-6.7	1.2	-0.1	-8.3	19.7	29.8	8.2
COC(=O)C12CC3CC(C1)CC(n1cnc(Cl)n1)(C3)C2	0.1	0.4	0.2	-0.2	2.9	-5.2	-0.2	2.9	6.7
Cc1ccc2oc(-c3cccc(NC(=O)c4ccc(Br)o4)c3C)nc2c1	-0.8	-0.2	1.1	0.2	-0.4	-9.3	-17.4	33.3	9.0
COc1ccccc1N(CC(=O)Nc1cccnc1)S(=O)(=O)c1ccccc1	-0.1	-1.2	2.5	0.6	-1.4	-8.0	0.3	6.7&0.4	12.1&5.7
O=C(Nc1ccc2c(c1)CCC2)c1ccc(Br)o1	-0.5	-0.7	-3.9	-2.1	0.2	-13.5	-0.4	-12.3	11.0
CCOc1ccc2nc(NC(=O)NC3CCCCC3)sc2c1	56.5	1.0	-1.1	2.8	1.9	-4.8	-9.4	-9.3	11.4
CCCCN1CC(C(=O)NC2CCCCC2)CC1=O (stereo not given)	1.4	0.5	-4.1	0.2	-0.9	-7.9	1.7	1.5	-3.7
NC(=O)C1(N2CCCCC2)CCN(CC(=O)Nc2ccccc2-c2ccccc2)CC1	0.1	0.8	-0.9	0.9	-0.9	0.0	-5.2	15.2	4.3
Nc1c(N2CCCC2)c2ccccc2oc1=O	2.5	1.2	0.0	-1.3	2.6	-4.9	1.9	-3.3	2.4
C=CCNc1c2c(nc3nnnn13)CCCC2	-1.3	1.7	-1.8	-0.2	0.3	-0.9	24.9	28.1&-12.1	6.8&5.5
Cc1ccc(CCNC(=O)CN(C)S(=O)(=O)c2ccc3c(c2)n(C)c(=O)c(=O)n3C)cc1	-0.6	0.9	0.8	-1.2	1.2	-5.0	8.3	4.4	5.1
O=C(Nc1ccc(Cl)c(S(=O)(=O)N2CCOCC2)c1)c1cn2ccccc2n1	5.4	1.2	2.3	0.0	-6.1	-5.0	22.4	-41.8	8.2
COC(=O)Cc1ccc(NC(=S)NNC(=O)C2CC2)cc1	0.0	3.6*	0.5	1.1	0.9	-9.8	20.2	-10.6	11.1
CCN(C(C)=O)c1ccc(Oc2nc(OC)cc(OC)n2)cc1	0.5	0.2	-4.9	-0.7	2.9	-5.9	20.9	3.8	2.2
O=C(N/N=C/c1coc2ccccc2c1=O)c1cc(O)cc(O)c1	-0.7	1.7	-46.5	0.5	-12.0	-29.6	62.7*	12.4	8.3
CN(N)c1nc(C(F)(F)F)nc2ccccc12	4.2	1.4	-0.7	0.4	0.2	-7.5	-6.9	-0.5	3.5
CN1CCN(Cc2ccc(OCc3ccccc3)cc2)CC1	-0.4	0.3	5.6	-0.9	-1.5	6.1	-0.2	24.4	3.7
Cc1cc(NC(=O)c2ocnc2C)no1	2.2	1.6	-1.9	-0.4	2.3	-3.5	-0.7	-5.7	7.4

Compound profiles, from the list above. Values in the order: L929 necroptosis	PERK inhibitor	Runt-SMMHC FRET	TNF death inh	Runt-CBFb FRET	RBBP9 inh	Hck-Nef inh	EP2 mod	EP2 antag
CN(N)c1nc(C(F)(F)F)nc2ccccc12 is listed as 4.2	1.4	-0.7	0.4	0.2	-7.5	-6.9	-0.5	3.5
NC(=O)C1(N2CCCCC2)CCN(CC(=O)Nc2ccccc2-c2ccccc2)CC1 is listed as 0.1	0.8	-0.9	0.9	-0.9	0.0	-5.2	15.2	4.3

(list continues)
SMILES	L929 necroptosis	PERK inhibitor	Runt-SMMHC FRET	TNF death inh	Runt-CBFb FRET	RBBP9 inh	Hck-Nef inh	EP2 mod	EP2 antag
CCOc1ccccc1NC(=O)C1Cc2ccccc2CN1S(C)(=O)=O (stereo not given)	0.1	-0.3	4.9	-0.1	-0.4	6.5	2.4	34.3	6.6
CCOC(=O)c1cccc(NC(=O)C2CCCN2S(=O)(=O)c2cccc3cccnc23)c1 (stereo not given)	1.6	-0.6	0.9	-1.8	-1.3	-4.1	2.1	-12.2	17.6
CCC(=O)Nc1nnc(SCC(=O)Nc2ccc(F)cc2)s1	1.2	0.7	1.9	2.2	0.8	-6.2	-2.2	-5.5	12.3
CCC1=C(OC(=O)N(CC)CC)N2C(=O)OC(=NCC3CC3)[C@]2(C)[C@H]2C1=CC[C@H]1C(=O)N(C)C(=O)[C@H]12	-0.4	·	2.5	1.2	-0.7	·	23.3	-4.7	14.4
CCc1c(C)sc(NC(=O)Cn2nc(C)c([N+](=O)[O-])c2C)c1C(N)=O	10.8	1.1	22.9	0.4	43.9	-13.5	18.4	16.3	9.1
Cc1sc2nc(C)n(/N=C/N(C)C)c(=O)c2c1C	0.1	0.2	0.8	-2.0	1.9	-6.6	25.7	-1.4	4.1
Cc1ccc2cc3c(nc2c1)N(Cc1ccco1)CC3	-0.2	-0.4	-4.1	-3.7	2.1	-7.0	1.5	-4.6	10.5
O=C1CCC(=O)N1c1ccc(NCc2ccccc2Cl)c([N+](=O)[O-])c1	1.2	0.1	-3.9	-1.5	-4.2	-6.0	1.9	-3.2	5.0
COCCn1c(SCC(=O)c2cccc(OC)c2)nnc1-c1ccco1	1.6	-0.1	2.2	2.8	4.5	1.5	-5.8	-3.9	7.8
COc1ccc(OC)c(S(=O)(=O)n2ccnc2C)c1	0.6	0.0	3.4	-0.7	0.5	-13.0	0.2	8.6	8.0
c1ccc(-n2nc3ccccc3n2)cc1	-0.3	1.7	6.0	-0.5	-1.7	-4.1	4.5	-35.8	9.8
N#Cc1c(N)nc2c3c(sc(=N)c2c1N)NC(=O)CC3c1c(F)cccc1Cl (stereo not given)	1.1	0.1	8.7	-6.8	8.5	5.7	12.9	67.8*	8.4
CC(/C=C/c1ccccc1)=N\NC(=O)c1ccc2c(c1)OCCO2	0.8	-0.3	-2.2	0.2	-3.5	-10.2	1.0	-60.7	15.2
O=C(c1nn(-c2ccccc2)c(=O)c2ccccc12)N1CCN(c2ccccn2)CC1	-0.3	-0.8	0.5	-3.1	-1.0	-2.9	0.8	-6.1	4.1
COc1ccc(/C=N/NC(=O)C2CCN(c3ncc(C(F)(F)F)cc3Cl)CC2)cc1	1.5	0.1	-1.1	-2.5	0.2	-6.2	1.7	11.1	6.0
CCC/C(C)=N/NC(=O)c1ccccc1O	0.7	0.7	1.2	1.4	-2.5	-2.5	2.1	10.8	4.0

High-throughput results as filed in PubChem.
